Screening data deposited in PubChem BioAssay by several laboratories.
CIT2-GFP yeast: modulators of TOR pathway CIT2-GFP in S. cerevisiae. GFP response vs DMSO, % at 10 µM. hit rate 0.065% among 320,000. S. cerevisiae CIT2-GFP strain, flow cytometry, 3 h; 100 means same as DMSO wells;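 active means GFP response relative to DMSO above a set limit, near the screen mean plus 3 SD, cut at about 150% in these data; inconclusive means Fewer than 70 cells measured for a yeast strain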;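 further: ratio of well median GFP fluorescence to mean of DMSO wells on the plate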
GRK2 inh: human GRK2 inhibition via aptamer displacement; bead flow cytometry, FAM-aptamer displacement from GRK2; AID 488847; hit rate 0.59% among 330,000; P25098; inhibition of aptamer binding, % at 10 µM;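 active means inhibition of aptamer binding above 40%, roughly 3 SD of noise, on plates passing a quality check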;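 further: median bead fluorescence of bound FAM aptamer so fluorescent compounds give negative values; no value below 0 was filed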
Target sequence (P25098 whole entry, looked up): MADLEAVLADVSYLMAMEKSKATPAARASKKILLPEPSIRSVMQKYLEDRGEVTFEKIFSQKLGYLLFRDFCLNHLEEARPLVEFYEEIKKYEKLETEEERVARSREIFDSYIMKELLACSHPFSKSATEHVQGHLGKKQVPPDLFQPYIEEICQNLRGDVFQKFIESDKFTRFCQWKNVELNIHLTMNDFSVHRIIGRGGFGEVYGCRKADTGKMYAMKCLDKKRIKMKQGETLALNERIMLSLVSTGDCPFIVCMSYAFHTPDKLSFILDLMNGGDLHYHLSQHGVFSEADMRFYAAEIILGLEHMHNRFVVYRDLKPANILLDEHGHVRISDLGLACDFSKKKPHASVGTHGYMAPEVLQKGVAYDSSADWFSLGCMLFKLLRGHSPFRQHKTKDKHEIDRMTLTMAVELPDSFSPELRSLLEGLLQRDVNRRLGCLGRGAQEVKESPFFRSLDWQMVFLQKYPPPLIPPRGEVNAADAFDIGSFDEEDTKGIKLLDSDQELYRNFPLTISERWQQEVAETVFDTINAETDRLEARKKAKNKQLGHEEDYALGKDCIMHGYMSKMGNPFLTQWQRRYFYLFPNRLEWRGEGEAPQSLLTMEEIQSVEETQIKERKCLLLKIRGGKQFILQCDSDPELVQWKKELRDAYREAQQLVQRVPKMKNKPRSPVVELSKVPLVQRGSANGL
LAP4 TOR yeast: modulators of TOR pathway LAP4-GFP in S. cerevisiae | S. cerevisiae LAP4-GFP multiplex, flow cytometry GFP, 3 h; median GFP as percent of DMSO wells | GFP response vs DMSO, % at 10 µM | hit rate 0.34% among 320,000 | AID 2023;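 active means GFP response vs DMSO above a set limit, about the screen mean plus 3 SD, cut at about 150% in these data; inconclusive means under 70 cell events counted for the yeast strain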
VLA-4 inh: inhibition in a human VLA-4 binding assay; hit rate 0.2% among 330,000; inhibition, % (about 7 µM as worked out from the volumes in the protocol); VLA-4 expressing cells, ligand binding flow cytometry; P13612; in the data active means inhibition above about 50%
MEP2 TOR yeast: yeast TOR pathway MEP2-GFP modulation. S. cerevisiae MEP2-GFP strain, flow cytometry GFP, 3 h; 100% = DMSO control level. GFP response vs DMSO, % at 10 µM. hit rate 0.51% among 330,000;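 active means GFP response versus DMSO above a set limit, roughly screen mean plus 3 SD, cut at about 180% in these data; inconclusive means fewer than 70 cells counted for a yeast strain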;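 further: median GFP fluorescence of the barcode-gated MEP2-GFP cells per well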
JMJD2C inh: human JMJD2C demethylase inhibition; Q9H3R0; GST-JMJD2C(1-420) H3K9me3 demethylation, DELFIA europium; inhibition, % at 2.35 µM; hit rate 0.069% among 330,000; AID 2099;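 active means more than half of a compound's replicate wells show inhibition beyond 50%, single wells judged on their own value; inconclusive means some, but no more than half, of replicates pass 50% inhibition; inactive means no replicate passes 50% inhibition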;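 further: signal counts dimethyl H3K9 product captured on neutravidin plate; 0% = median of DMSO wells and 100% = 0.3 times that DMSO median; strong numbers were not always called active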
AGP1-GFP MLPCN: yeast TOR pathway AGP1-GFP modulation. AID 2066. S. cerevisiae AGP1-GFP multiplex flow cytometry, 3 h; GFP as percent of DMSO wells. GFP response vs DMSO, % at 10 µM. hit rate 0.02% among 320,000;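 active means GFP response relative to DMSO above a set limit, near screen average plus 3 SD, cut at about 150% in these data; inconclusive means fewer than 70 cells counted for the yeast strain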;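 further: median GFP channel fluorescence of the gated AGP1 strain per well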
RPL19A TOR yeast: alters RPL19A-GFP fluorescence in TOR pathway yeast screen. S. cerevisiae RPL19A-GFP strain, flow cytometry, 3 h; active compounds read low. percent response vs DMSO, % at 10 µM. hit rate 0.3% among 330,000. AID 2025;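 active means percent response vs DMSO below 50%; inconclusive means fewer than 70 events counted for the yeast strain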;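 further: median channel GFP fluorescence of the barcoded RPL19A-GFP strain; ratio of sample median GFP to plate DMSO average so 100% = DMSO; lower means less RPL19A-GFP as with rapamycin TOR inhibition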
* = called active by the depositor; i = inactive; ? = inconclusive; [ ] = remark or other dose. Rows were taken by chance. Share with any hit: about 1.7%.

SMILES	CIT2-GFP yeast	GRK2 inh	LAP4 TOR yeast	VLA-4 inh	MEP2 TOR yeast	JMJD2C inh	AGP1-GFP MLPCN	RPL19A TOR yeast
Cn1c(SCC(=O)Nc2nncs2)nnc1C1CC1	94	36	90	-19	101	1	92	96
CCOC(=O)C1C2C=CC3(CN(Cc4cccs4)C(=O)C13)O2 (centres undefined)	98	0	101	-1	97	-7	101	103
CCNC(=S)N1CCC(n2cnc3ccccc32)CC1	91	2	96	3	96	-2	93	92
COc1ccc(CN2CCN(CCCc3ccccc3)C(CCO)C2)c(O)c1 (centres undefined)	98	0	90	12	105	9	100	106
COc1ccc(NC(=O)CN(C)S(=O)(=O)c2ccc(Cl)cc2)c([N+](=O)[O-])c1	101	1	99	-1	100	i	96	101
CCc1ccc(-c2nnn(Cc3nn[nH]n3)n2)cc1	105	5	95	-15	94	58*	102	95
CCCCn1c(N)c(N(Cc2ccccc2OC)C(=O)C(C)Oc2ccc(F)cc2)c(=O)[nH]c1=O (centres undefined)	99	0	109	1	106	2	112	99
COC(=O)c1ccc(C)c(NC(=O)C(CCSC)NC(=O)c2cc(OC)c(OC)c(OC)c2)c1 (centres undefined)	113	0	112	9	118	1	111	117
COc1ccc(N2CC(C(=O)NCc3cccnc3)CC2=O)cc1 (centres undefined)	90	0	94	-1	92	-9	92	95
CC(=O)c1ccc(N(C(=O)c2csnn2)C(C(=O)NC(C)(C)C)c2cccs2)cc1 (centres undefined)	94	8	88	19	101	7	94	102
CCN(CC)C(=O)c1sc2nc(-c3ccccc3)ccc2c1N	92	2	102	15	98	10	96	97
O=[N+]([O-])c1cc(S(=O)(=O)Nc2cccc(C(F)(F)F)c2)ccc1-n1nnc2ccccc21	87	0	88	-3	94	-5	91	94
CN1CCN(C(=O)c2ccccc2NC(=O)c2cccs2)CC1	99	1	90	9	100	-5	100	101
CCN(CC)c1ccc(NC(=O)COc2ccccc2C#N)cc1S(=O)(=O)Nc1ccccc1OC	99	3	105	0	101	7	100	101
Cc1cccc(NC(=O)CN2CCN(CC(=O)NCc3ccc(Cl)cc3Cl)CC2)c1C	108	0	103	37	107	3	119	107
Cc1ccc(S(=O)(=O)n2ccc(-c3ccc(OCc4c(F)cccc4Cl)cc3)n2)cc1	104	0	102	8	103	0	106	98
CC(=O)c1ccc(OCCCC(=O)Nc2ccc(C)c(S(=O)(=O)N(C)C)c2)cc1	108	1	82	9	98	5	99	106
O=C(c1cc2c(s1)CCCCC2)N1CCN(c2ncccn2)CC1	?	3	92[may fluoresce violet]	15	84[may fluoresce violet]	0	80[may fluoresce violet]	90[may fluoresce violet]
CC12CCC(=O)N1c1c(sc3nc(N4CCOCC4)c4c(c13)CCCC4)C(=O)N2 (centres undefined)	103	45*	103	11	101	5	107	101
CCN(CC)S(=O)(=O)c1cccc(C(=O)N/N=C/c2cccc(O)c2O)c1	101	5	83	-5	102	9	92	98
CCCCSc1nc2c(cnn2-c2ccc(F)cc2)c(=O)[nH]1	92	0	102	3	97	2	98	96
CCOC(=O)N1CCN(Cc2nc3c(c(=O)n(C)c(=O)n3C)n2Cc2ccccc2C)CC1	95	0	105	8	103	26	99	97
Cc1cc(-n2[nH]c(C)c(C)c2=O)nc(-c2ccccc2O)n1	101	1	103	3	104	1	96	101
O=C(COC(=O)c1cnccn1)c1ccc2ccccc2c1	102	5	103	5	104	2	97	98
C=C(C)CNC(=S)Nc1ccc(S(=O)(=O)Nc2cnc3ccccc3n2)cc1	98	1	104	8	96	-7	100	96
Remaining list, next part
SMILES	CIT2-GFP yeast	GRK2 inh	LAP4 TOR yeast	VLA-4 inh	MEP2 TOR yeast	JMJD2C inh	AGP1-GFP MLPCN	RPL19A TOR yeast
Cc1ccc(Nc2cc(C)nc3c(C)cccc23)cc1	105	1	93	-8	110	-34	102	100
COc1ccc(-n2nc(C(=O)NCC(=O)N3CCN(c4ccccn4)CC3)c3ccccc3c2=O)cc1	105	0	97	-8	103	5	101	101
CCCC(=O)Nc1nc2c(c(=O)[nH]1)CCCC2	97	0	106	13	102	31	103	101
COc1ccc(CNC(=O)CCCC2=NS(=O)(=O)c3ccccc3N2)cc1	97	5	95	-2	103	-5	96	102
CC(NC(=O)COc1ccc(S(=O)(=O)N2CCOCC2)cc1)c1ccccc1 (centres undefined)	94	1	95	41	99	0	92	91
Cc1ccccc1NC(=O)c1cccc(OCc2c(C)noc2C)c1	105	0	104	0	104	16	92	102
CCC(c1nnc(SCC(=O)Nc2cccc(S(N)(=O)=O)c2)n1-c1ccc(OC)cc1)N(C)C (centres undefined)	105	2	97	0	102	-8	100	103
CNC(=O)Nc1ccc(Cn2cc(C(F)(F)F)ccc2=O)cc1	98	0	96	4	99	2	95	94
O=C(NCc1cccs1)C1CCCN(C(=O)Nc2ccc(F)cc2)C1 (centres undefined)	103	0	104	11	102	-3	108	104
O=C(CSc1nnc(-c2ccccc2)c2ccccc12)NCC1CCCO1 (centres undefined)	102	1	101	10	101	0	100	110
CCOC(=O)C1CCCN(C(=O)CNS(=O)(=O)c2ccc(Br)s2)C1 (centres undefined)	104	0	112	1	120	-7	109	104
Cc1ccc(CCNC(=O)CC(C)CC2=NS(=O)(=O)c3ccccc3N2)cc1 (centres undefined)	107	65*	105	14	103	0	105	107
CCOc1ccccc1CNC(=O)CN1C(=O)CSc2ccc(S(=O)(=O)N3CCOCC3)cc21	109	0	99	1	108	-6	106	102
CN1CCN(C(=S)NC(=O)c2ccc(Br)cc2)CC1	89	0	108	-3	96	-3	104	100
CC(C)(C)C1=CC(O)(c2ccccc2)C=C(C(C)(C)C)C1=O	97	0	76	4	103	-5	89	99
COc1cccc(OCc2nc3ccccc3c(=O)n2N)c1	96	3	94	-6	98	3	94	91
COc1cccc(C(=O)N(C)c2nnc(-c3ccncc3)s2)c1	92	1	98	16	96	24	92	92
COc1cccc(N2C(=O)C3C(C2=O)C2C=CC3C23CC3)c1 (centres undefined)	100	6	97	-26	93	-12	101	96
CCOC(=O)CSc1nnc(-c2ccccc2)c(=O)[nH]1	87	0	87	5	90	-25	89	91
O=C(O)CN1CCN(c2ncc(C(F)(F)F)cc2Cl)CC1	105	0	104	-1	102	-3	109	102
CC(C)Oc1cccc(C(=O)C2CCCN(C(=O)c3cc(C(F)(F)F)[nH]n3)C2)c1 (centres undefined)	107	0	92	10	95	-17	101	103
COc1cc(NC(=O)N[C@@H](Cc2c[nH]c3ccccc23)C(=O)O)c(C(=O)O)cc1OC	103	0	90	8	108	1	101	106
Clc1nc2sccn2c1/C=N/n1cnc2ccccc21	105	0	124	12	94	-1	90	80
O=C(NCc1ccc(F)cc1)C1CCCN(c2nc3ccsc3c(=O)s2)C1 (centres undefined)	110	0	105	-1	103	-5	107	103
CCOc1cc(CNCCSc2nnnn2C)cc(Br)c1OCc1ccc(F)cc1	103	0	89	-5	101	3	100	98
Additional compounds
SMILES	CIT2-GFP yeast	GRK2 inh	LAP4 TOR yeast	VLA-4 inh	MEP2 TOR yeast	JMJD2C inh	AGP1-GFP MLPCN	RPL19A TOR yeast
COC(=O)c1ccc(C2NC(=O)CCC2[N+](=O)[O-])cc1 (centres undefined)	103	0	95	2	104	-5	104	103
O=C(CN1CCCC1)Nc1c(Cl)cccc1Cl	104	0	97	12	106	-10	101	102
O=C(C1COc2ccccc2O1)N1CCN(c2nc3ccccc3s2)CC1 (centres undefined)	88	0	109	10	106	17	89	101
O=C(NC(=S)Nn1cnc2c(cnn2-c2ccccc2)c1=O)c1ccc(Oc2ccccc2)cc1	92	7	105	-3	96	-7	95	97
Cc1noc(C)c1COC(=O)C1CCN(S(=O)(=O)c2ccc(F)cc2)CC1	99	0	101	0	103	-4	101	102
CCOC(=O)Nc1ccc2ncn(C)c(=O)c2c1	95	0	96	-11	100	-6	100	97
Cc1ccc(OCCOC(=O)CN2C(=O)NC3(CCCC3)C2=O)cc1	87	1	93	6	94	10	91	95
Cc1ccc(CNC(=O)CS(=O)(=O)c2cn(CC(=O)N3CCOCC3)c3ccccc23)cc1	105	1	106	10	102	-11	103	96
O=c1c2ccccc2nc2n1CCS2(=O)=O	90	0	126	1	90	-7	103	90
COc1ccc2cc(C(=O)NCCCN3CCCC3=O)[nH]c2c1	95	2	85	-10	88	74	89	92
CC(=O)N/N=C(\C)CC(=O)NC(C)(C)C	99	2	96	1	96	1	95	89
CC(C)CCNC(=O)C(=O)Nc1ccccc1	99	0	105	6	100	4	101	96
O=C(Nc1ccc(-c2cn3ccccc3n2)cc1)c1ccco1	106	0	104	11	110	-1	106	104
CC(=O)C1=NN(c2ccccc2)C(c2cccs2)N1c1ccccc1 (centres undefined)	98	3	102	13	101	-1	101	98
Cc1occc1C(=O)N/N=C/c1ccc(OCc2ccccc2)cc1	97	1	113	-7	95	-1	103	95
CCOC(=O)c1c(NC(=O)c2cccnc2Cl)sc(C(=O)N(C)C)c1C	107	0	109	15	115	-4	109	108
CCN(CC(=O)NCc1ccc(Cl)cc1)C(=O)/C=C/c1ccc(Cl)c([N+](=O)[O-])c1	103	0	99	6	102	8	100	102
CN(C(=O)CN1CCC(NC(=O)c2ccccc2Br)CC1)C1CCCCC1	106	0	95	-2	102	0	102	102
COC(=O)CC1COc2ccccc2N1C(=O)/C=C/c1ccccc1 (centres undefined)	97	2	95	31	105	5	100	99
CC/C(=N\N=C(/CC)c1ccccc1N)c1ccccc1N	82	2	92	-1	99	3	79	97
CN1c2ccccc2C2(C)CCCC3=Cc4cccc([N+](=O)[O-])c4OC312 (centres undefined)	109	4	98	0	101	-3	108	108
CC(C)N(Cc1ccccc1)C(=O)CN1C(=O)COc2ccc(S(=O)(=O)NC3CCCC3)cc21	91	0	88	6	87	0	91	92
CC(/C=N\NC(=O)Cn1c(C)nc2ccccc21)=C\c1ccccc1	104	2	87	11	97	4	97	95
Cc1cc(-c2ccccc2)nc(Cl)c1C#N	100	0	106	6	108	3	97	108
OCCC1CN(CCCc2ccccc2)CCN1Cc1ccc(F)cc1 (centres undefined)	98	4	96	-26	99	-5	94	99
More records:
SMILES	CIT2-GFP yeast	GRK2 inh	LAP4 TOR yeast	VLA-4 inh	MEP2 TOR yeast	JMJD2C inh	AGP1-GFP MLPCN	RPL19A TOR yeast
O=C(Nc1cccc(Cl)c1)Nc1cnccn1	128	2	95	3	102	1	104	95
COc1cc(-c2nnc3sc(-c4ccncc4)nn23)cc(OC)c1OC	97	0	93	4	104	10	108	101
NC(=O)COC(=O)c1ccc(Oc2ccccc2)cc1	97	3	112	18	103	-6	102	97
Fc1ccccc1C1c2cccn2CCN1C(=S)Nc1cccc(Br)c1 (centres undefined)	89	0	111	-3	100	-4	101	98
CCOC(=O)Cc1csc(N/C(=N/S(=O)(=O)c2ccc(Cl)cc2)c2ccccc2)n1	107	0	99	11	105	-2	107	107
COc1ccc(S(=O)(=O)N(CC(=O)Nc2ccccc2C(=O)N2CCOCC2)c2ccc(F)cc2)cc1	94	3	102	-1	99	-4	99	99
O=C(NNC(=S)NC1CCCCC1)c1ccc2c(c1)OCO2	105	2	99	15	113	11	109	107
O=C1c2ccccc2C(=O)N1CCn1ccnc1	107	1	99	7	107	3	105	106
